# Mtb BioA inh = blocks M. tuberculosis BioA enzyme activity | purified M. tuberculosis BioA enzyme, plate reader | inhibition, % at 9.99 µM | 360,000 tested, 0.096% active; in the data active = inhibition above about 40%; inconclusive = no clear call, values can overlap the other calls
# FadD28 binding = blocks FadD28 binding to the bisubstrate probe | fluorescence polarization | inhibition, % at 12.5 µM | 360,000 tested, 0.22% active; in the data active = inhibition above about 8.5%, passing the limit was not always enough; inconclusive = no clear call, values can overlap the other calls
# CCHF vOTU inh = CCHFV vOTU protease inhibition. 370,000 tested, 0.55% active. inhibition, % at 11.5 µM. Pep-AMC fluorescence; also: 0% = vehicle wells with enzyme and 100% = no enzyme wells
# MazEF act = activators of E. coli MazEF toxin-antitoxin RNase | 350,000 tested, 0.32% active | P0AE70 | activation, % at 20 µM | AID 504720 | FAM/BHQ RNA-DNA oligo cleavage fluorescence, 5 h; in the data active = activation above about 50%
# Target sequence (P0AE70 whole entry, looked up): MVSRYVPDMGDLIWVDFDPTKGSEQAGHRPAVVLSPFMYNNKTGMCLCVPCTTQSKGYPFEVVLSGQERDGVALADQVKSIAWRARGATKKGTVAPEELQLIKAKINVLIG
# BoNT-F LC inh = blocks Botulinum neurotoxin F light chain protease. Multiplex microsphere protease cleavage assay, flow cytometry. inhibition, % at 10 µM. 360,000 tested, 0.22% active. AID 588497; in the data active = inhibition above about 35%, passing the limit was not always enough; inconclusive = no clear call, values can overlap the other calls; also: plate controls were buffer without enzyme for full effect and enzyme alone for no effect
# Rv3671c inh = inhibits the M. tuberculosis serine protease Rv3671c; P9WHR9; inhibition, % at 5.96 µM; 320,000 tested, 0.048% active; in the data active = inhibition above about 38%;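 also: extracellular domain of Rv3671c used as enzyme; 0% = enzyme with DMSO and 100% = no enzyme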
# Target sequence (P9WHR9 whole entry, looked up, the tested form may be a part): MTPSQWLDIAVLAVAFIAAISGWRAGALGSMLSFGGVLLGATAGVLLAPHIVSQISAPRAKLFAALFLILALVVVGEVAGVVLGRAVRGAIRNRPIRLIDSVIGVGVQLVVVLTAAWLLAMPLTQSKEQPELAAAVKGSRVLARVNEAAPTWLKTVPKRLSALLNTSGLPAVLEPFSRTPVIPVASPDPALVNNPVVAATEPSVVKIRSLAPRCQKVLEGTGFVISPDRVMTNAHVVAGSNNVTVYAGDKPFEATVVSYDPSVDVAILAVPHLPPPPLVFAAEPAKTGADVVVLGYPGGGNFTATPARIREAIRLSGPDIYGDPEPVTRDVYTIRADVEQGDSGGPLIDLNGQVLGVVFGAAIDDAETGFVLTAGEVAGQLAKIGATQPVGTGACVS
# DUSP3 inh = blocks human VHR1 dual specificity phosphatase; P51452; recombinant VHR phosphatase, pNPP absorbance; inhibition, % at 13.3 µM; 290,000 tested, 0.52% active; in the data active = inhibition above about 50%; also: some compounds called inactive have numbers as strong as hits
# Target sequence (P51452 whole entry, looked up): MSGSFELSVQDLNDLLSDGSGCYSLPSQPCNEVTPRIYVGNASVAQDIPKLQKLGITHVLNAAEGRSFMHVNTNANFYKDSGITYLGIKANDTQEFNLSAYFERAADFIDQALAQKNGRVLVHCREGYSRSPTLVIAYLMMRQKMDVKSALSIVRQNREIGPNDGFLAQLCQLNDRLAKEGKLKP
# UGM FP inh = inhibitors of M. tuberculosis UDP-galactopyranose mutase | 320,000 tested, 0.06% active | P9WIQ1 | inhibition, % at 10 µM | purified UGM, fluorescence polarization probe displacement | AID 504406; in the data active = inhibition above about 10%, passing the limit was not always enough; inconclusive = no clear call, values can overlap the other calls
# Mtb FBA inh = inhibits M. tuberculosis FBA enzyme; P9WQA3; purified M. tuberculosis FBA, fluorescence read-out; inhibition, % at 1 µM; 360,000 tested, 2.3% active; AID 588726; in the data active = inhibition above about 27%;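 also: 0% = vehicle and 100% = reference inhibitor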
# Target sequence (P9WQA3 whole entry, looked up): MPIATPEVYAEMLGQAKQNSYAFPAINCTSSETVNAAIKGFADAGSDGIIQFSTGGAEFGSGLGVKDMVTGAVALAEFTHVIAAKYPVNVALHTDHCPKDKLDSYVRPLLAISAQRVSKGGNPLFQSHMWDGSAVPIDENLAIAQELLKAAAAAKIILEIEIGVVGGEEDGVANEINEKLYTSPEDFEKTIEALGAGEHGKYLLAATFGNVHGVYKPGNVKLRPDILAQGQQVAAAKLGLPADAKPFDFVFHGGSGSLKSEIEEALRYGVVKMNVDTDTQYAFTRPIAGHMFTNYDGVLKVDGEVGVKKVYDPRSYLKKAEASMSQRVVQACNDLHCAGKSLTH
# GDH-TPI inh = GDH-TPI coupled enzyme inhibition counter-screen. AID 588335. 360,000 tested, 1.2% active. inhibition, % at 4.8 µM. GDH-TPI coupled enzyme counterscreen, NADH absorbance;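 also: 0% = DMSO wells and 100% = wells lacking the enzyme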
# * hit, by the source's call; ? = inconclusive; / = not tested or not shown. Rule as the data show it, unless noted: active = inhibition above about 30%; inactive = the rest.
# Order of values: Mtb BioA inh	FadD28 binding	CCHF vOTU inh	MazEF act	BoNT-F LC inh	Rv3671c inh	DUSP3 inh	UGM FP inh	Mtb FBA inh	GDH-TPI inh
COC(=O)c1cc(Cl)c(NC(=O)c2ccc(C(C)(C)C)cc2)cc1OC
  0.1	-3.6	15.6	-11.1	-9.3	-6.3	-7.9	-0.4	-0.2	9.4
Cc1ccc(N2C(=O)CC(NNC(=O)Cc3ccc(F)cc3)C2=O)cc1Cl (configuration not stated)
  0.7	-1.1	13.2	10.7	3.6	1.6	23.1	-0.6	-1.4	-7.5
CCOc1ccc(CCNC(=O)CN2C(=O)c3cccnc3Oc3ccc(Cl)cc32)cc1
  -5.8	-3.3	4.5	-21.9	-4.5	-2.3	2.8	-2.3	-0.8	-6.7
O=C(Nc1cccc(Cl)c1)C1CC1c1ccccc1 (configuration not stated)
  /	-2.1	7.1	5.6	?	-4.2	/	0.7	1.1	8.3
Cc1ccc([C@@H]2CC(=O)[C@@H]3CN(S(=O)(=O)c4ccc(C)cc4)[C@H](c4ccccc4)C[C@@H]3N2S(=O)(=O)c2ccc(C)cc2)cc1
  -2.4	-2.8	-1.2	/	-6.3	/	/	/	-0.3	/
C/C(=N\NC(=O)C(N)=O)c1ccc2c(c1)OCCO2
  /	-1.1	12.1	-5.4	-4.4	1.3	-14.4	-1.9	0.7	0.6
CCCCN1CNC(=S)N(CCc2ccccc2)C1
  0.9	-1.1	2.9	-1.0	-5.3	-11.0	20.8	-0.2	-0.2	9.6
Cc1ccc(C(=O)N/C(=C\c2ccc(Cl)cc2)C(=O)NCCN2CCOCC2)cc1
  1.7	-1.8	-2.4	8.8	0.8	-3.1	24.8	2.2	-0.1	-1.9
Cc1ccc(NC(=O)CNCc2ccccc2)cc1Br
  -1.6	0.1	0.0	4.7	-8.2	6.0	14.4	-0.1	4.0	4.3
O=C(CSCCO)Nc1ccc(C2CCCCC2)cc1
  0.8	0.1	0.7	2.8	-7.6	4.5	6.4	0.7	-2.2	-2.2
CN(c1ccccc1)S(=O)(=O)c1ccc(C(=O)Nc2nccs2)cc1
  -1.4	0.6	-2.2	-7.6	-7.4	2.1	-4.4	-2.7	3.9	19.7
CC1Oc2ccccc2N(CC(=O)NCC2CCCO2)C1=O (configuration not stated)
  -1.0	0.0	-6.7	3.2	1.8	6.6	35.9	-2.8	3.9	2.1
CCN1C(=O)[C@H]2[C@@H](c3ccc(C)cc3)N3C(=O)N(c4ccc(C)cc4)C(=O)[C@@]3(Cc3ccc(Cl)cc3)[C@H]2C1=O
  -0.6	-4.4	-1.3	0.3	-0.1	-3.1	17.3	-0.9	1.0	-5.1
C/C(=N\N1CCCCCC1)c1c(O)n(-c2ccc(C)cc2)c(=O)[nH]c1=O
  -1.8	-0.8	-13.3	3.1	-0.4	2.2	-7.0	0.5	0.3	10.9
CCOc1ccccc1N(CC(=O)Nc1ccc(S(=O)(=O)N2CCOCC2)cc1)S(C)(=O)=O
  2.8	-0.4	4.0	4.4	-4.8	-17.3	29.7	-1.0	-1.7	3.5
Nc1c2c(nc3cccc(Cl)c13)N(c1ccccc1)CC2
  /	0.4	-13.3	17.6	-30.5	6.3	2.4	1.5	-3.9	3.7
CCOC(=O)c1nn(-c2ccccc2F)c2nc(-c3ccco3)c(C#N)c(=O)n12
  /	-1.2	2.1	4.6	-7.4	-18.9	-5.4	/	0.8	22.9
CCOC(=O)c1ccc(NC(=O)C2(c3ccccc3)CCOCC2)cc1
  /	-1.4	-0.9	3.7	2.1	-0.9	4.4	-2.6	-0.5	0.9
Clc1ncccc1-c1nnn(-c2ccccc2Br)n1
  0.5	-5.3	-0.9	4.6	-1.2	0.4	17.5	1.9	1.6	2.5
CCc1ccc(C2CC(=O)N3CN(c4ccccc4)CSC3=C2C#N)cc1 (configuration not stated)
  -0.5	0.2	7.6	2.1	2.2	-2.2	14.8	-1.8	-3.8	15.4
O=C(CCC1CCCN(C(=O)c2cncs2)C1)NCc1ccc(F)c(F)c1 (configuration not stated)
  3.8	-0.8	10.8	6.8	-4.1	-1.2	-14.7	1.9	2.2	6.3
CCCCCCN=C(C)c1ccccc1O
  0.0	-1.3	2.2	3.7	/	0.8	33.1	-0.7	2.9	-2.1
c1cc2c(cc1CCNC1C3CC4CC(C3)CC1C4)OCO2 (configuration not stated)
  4.9	-4.1	2.5	10.1	5.9	4.4	4.4	1.1	-0.4	-1.8
CCC(CC)NC(=O)Cc1ccccc1[N+](=O)[O-]
  /	0.1	11.0	6.5	9.3	0.3	-10.9	0.8	-2.6	13.7
Cc1ccc(S(=O)(=O)N/N=C/c2ccc(OCC(=O)NC(C)C)cc2)cc1
  -0.8	0.0	-0.5	2.5	-3.4	-2.0	/	-0.8	1.2	10.6
CCCCc1cc(=O)oc2c(C)c(OCC(=O)NCCN3CCOCC3)ccc12
  -0.1	-1.4	3.3	-4.7	?	-16.6	7.3	1.6	20.3	22.2
O=C(Cc1ccc(F)cc1)Oc1ccc(C(=S)N2CCCC2)cc1
  -1.8	-2.2	-13.2	-3.7	-11.3	4.6	-7.0	-3.1	0.7	5.9
O=C(CSc1nnnn1-c1ccc(Cl)cc1)NC1CCS(=O)(=O)C1 (configuration not stated)
  2.0	-1.8	7.7	4.5	-14.5	2.5	/	0.7	-4.8	0.3
CC(C)N1CCN(Cc2cccs2)CC1CCO (configuration not stated)
  /	-0.4	10.7	7.8	1.4	/	9.1	/	-0.8	4.3
COc1ccc(C(C)C)cc1S(=O)(=O)NC1CCCC1
  -1.2	-3.6	13.8	1.3	-8.3	0.8	33.3	-0.1	0.5	-5.2

# For convenience, two of the compounds above.
# Order of values: Mtb BioA inh	FadD28 binding	CCHF vOTU inh	MazEF act	BoNT-F LC inh	Rv3671c inh	DUSP3 inh	UGM FP inh	Mtb FBA inh	GDH-TPI inh
COC(=O)c1cc(Cl)c(NC(=O)c2ccc(C(C)(C)C)cc2)cc1OC
  0.1	-3.6	15.6	-11.1	-9.3	-6.3	-7.9	-0.4	-0.2	9.4
Cc1ccc(N2C(=O)CC(NNC(=O)Cc3ccc(F)cc3)C2=O)cc1Cl (configuration not stated)
  0.7	-1.1	13.2	10.7	3.6	1.6	23.1	-0.6	-1.4	-7.5

# Back to the main list, repeating the 2 entries before the break.
# Order of values: Mtb BioA inh	FadD28 binding	CCHF vOTU inh	MazEF act	BoNT-F LC inh	Rv3671c inh	DUSP3 inh	UGM FP inh	Mtb FBA inh	GDH-TPI inh
CC(C)N1CCN(Cc2cccs2)CC1CCO (configuration not stated)
  /	-0.4	10.7	7.8	1.4	/	9.1	/	-0.8	4.3
COc1ccc(C(C)C)cc1S(=O)(=O)NC1CCCC1
  -1.2	-3.6	13.8	1.3	-8.3	0.8	33.3	-0.1	0.5	-5.2
CCSc1nc2sc3c(c2c(=O)n1C1CCCCC1)CCN(C)C3
  0.3	-3.6	0.3	5.0	11.1	/	21.4	/	-4.4	-4.3
CCOC(=O)c1sc2cc([N+](=O)[O-])cc(SCCO)c2c1N
  /	-4.9	-9.3	21.3	-3.2	-0.1	-4.4	-2.3	-5.4	2.6
COc1ccc(-n2c(Cc3cccn3C)nnc2SCC(=O)NCc2ccc(F)cc2)cc1
  1.7	-4.1	-12.5	9.2	-5.0	6.7	-5.4	-2.0	-0.5	-3.0
Cc1ccc(NC(=O)c2ccccc2)cc1OC(=O)c1ccccc1
  -0.5	-1.9	-5.3	6.5	-7.7	-3.2	12.3	-0.6	2.1	14.2
Oc1[nH]c(=S)sc1/C=C1\C(c2ccccc2)=Nc2ccccc21
  /	-0.1	2.5	-4.4	1.1	-29.0	-6.7	3.4	-12.1	11.1
Cc1ccc2nc3c(c(N)c2c1)CCN3c1ccccc1
  3.5	-2.5	-203.7	10.5	1.8	-6.6	11.3	-1.0	29.4*	15.0
COc1ccc(/C=C/C(=O)NC(=S)NNC(=O)c2cc(OC)c(OC)c(OC)c2)cc1OC
  -2.2	-4.1	5.9	9.9	/	8.4	-0.9	0.6	0.4	50.6*
CN1CCN(C(=O)c2cccc3c(-c4ccc(F)c(F)c4)coc23)CC1
  1.4	-4.0	/	/	-4.1	/	/	/	-3.9	-13.4
CC1CC(=O)Nc2ccccc2N1 (configuration not stated)
  6.2	-2.0	9.7	-6.9	2.5	/	/	/	3.0	4.7
CCN(CC)c1ccc(N2C(=O)/C(=C/c3cccnc3)SC2=S)cc1
  -3.8	-0.9	-7.5	-1.4	11.2	-7.6	3.8	-0.1	-2.1	0.3
Cc1cccnc1NC(=O)CSc1nnc(CNC(=O)c2cccc([N+](=O)[O-])c2)n1C
  0.6	0.9	18.2	-3.8	2.4	-13.3	12.2	-1.3	0.9	-4.4
CCOC(=O)CCC(=O)N1CCOCCOCCN(C(=O)CCC(=O)OCC)CCOCC1
  -1.3	0.0	-1.9	3.3	-12.8	-3.3	33.3	-0.1	-1.2	4.9
Cc1c(C(=O)OC(C)C)sc(N)c1C(=O)OC(C)C
  /	0.8	25.3	5.6	-9.1	2.7	1.3	-0.2	-1.0	10.7
COc1ccc(CN2CCn3nc(C(=O)NC4CC4)cc3C2=O)cc1
  /	-1.7	2.0	-4.1	9.0	-0.1	5.6	-0.6	3.0	3.8
CC1=CC=CC2=NC(=O)CC(C)(C(=O)N(CC(=O)NC3CCCC3)c3ccccc3C)N12 (configuration not stated)
  -0.3	0.1	-96.2	-2.0	-1.3	10.8	21.8	-0.3	110.1*	4.3
O=S1(=O)NC2c3ccccc3CC2O1 (configuration not stated)
  0.2	-0.8	36.9*	0.6	-4.0	-7.4	12.7	-0.4	7.0	-0.8
O=C(CC12CC3CC(CC(C3)C1)C2)Nc1ccc2c(c1)COC2=O
  -1.0	-0.8	0.7	4.1	0.7	1.9	11.6	1.6	-2.5	0.5
CCOC(=O)C1(C)CCCCN1C(=O)c1cccs1 (configuration not stated)
  -0.8	-3.5	-7.5	/	-1.0	/	/	/	-0.2	-7.1
COc1ccc([N+](=O)[O-])cc1NS(=O)(=O)Cc1ccccc1
  0.6	-2.9	2.1	3.6	-2.5	-8.1	16.7	-1.7	-1.6	13.4
COCCNC(=O)c1ccccc1N(Cc1ccccc1)S(=O)(=O)c1ccccc1
  0.3	-5.1	-7.2	0.0	?	-2.1	/	-0.7	0.3	-3.5
CNC(=O)NC1CCCCc2sccc21 (configuration not stated)
  -1.2	0.8	1.8	-9.0	-3.4	-0.6	25.8	-0.7	-0.6	-2.4
CC1C/C(=N\NC(N)=S)c2cc(Cl)ccc2S1 (configuration not stated)
  -2.7	-1.8	-11.6	-4.6	-21.8	5.1	-5.1	-3.8	-0.4	9.4
CC1(C)CC(=O)C=C(c2ccc(-c3ccc4[nH]ccc4c3)cc2)C1=O
  -0.3	-2.8	8.9	5.2	8.0	/	/	/	-4.7	-4.1
O=C(O)Cn1c(SCCOc2ccccc2)nc2ccccc21
  0.1	0.2	-15.1	0.3	2.9	-9.2	-7.0	3.3	1.3	0.0
CS(=O)(=O)NNC(=O)Cn1nnc(-c2ccc(OCc3ccccc3Cl)cc2)n1
  0.3	-1.6	-7.3	-1.0	-16.5	-21.4	/	1.6	-2.8	-1.5
O=C(O)[C@@H]1Cc2c([nH]c3ccccc23)C2CCC(=O)N21 (some centres not stated)
  -2.4	-0.2	-13.4	-0.8	17.5	5.2	-16.5	-1.9	12.3	4.7
Cc1c(Cl)cccc1N1C(=O)CC(Sc2ccccc2N)C1=O (configuration not stated)
  -1.7	-0.7	3.5	-10.9	2.6	/	/	/	-0.8	2.2

# Quoted at random: 2 compounds from above, in no set order.
# Order of values: Mtb BioA inh	FadD28 binding	CCHF vOTU inh	MazEF act	BoNT-F LC inh	Rv3671c inh	DUSP3 inh	UGM FP inh	Mtb FBA inh	GDH-TPI inh
COc1ccc(/C=C/C(=O)NC(=S)NNC(=O)c2cc(OC)c(OC)c(OC)c2)cc1OC
  -2.2	-4.1	5.9	9.9	/	8.4	-0.9	0.6	0.4	50.6*
CC1CC(=O)Nc2ccccc2N1 (configuration not stated)
  6.2	-2.0	9.7	-6.9	2.5	/	/	/	3.0	4.7

# Screening data (PubChem BioAssay)
